Source: PubChem
FEN1 inh: human FEN1 inhibition; actives 0.35% (n = 390,000); P39748; Recombinant FEN1 flap cleavage, fluorescence, 15 min; Potency, µM (doses to about 114 µM), for inactives: at the highest dose activity change, negative = inhibition, actives largely listed as inhibitors; AID 588795; also: nearly all actives have a fitted effect of over 65% in size
Target sequence (P39748 whole entry, looked up): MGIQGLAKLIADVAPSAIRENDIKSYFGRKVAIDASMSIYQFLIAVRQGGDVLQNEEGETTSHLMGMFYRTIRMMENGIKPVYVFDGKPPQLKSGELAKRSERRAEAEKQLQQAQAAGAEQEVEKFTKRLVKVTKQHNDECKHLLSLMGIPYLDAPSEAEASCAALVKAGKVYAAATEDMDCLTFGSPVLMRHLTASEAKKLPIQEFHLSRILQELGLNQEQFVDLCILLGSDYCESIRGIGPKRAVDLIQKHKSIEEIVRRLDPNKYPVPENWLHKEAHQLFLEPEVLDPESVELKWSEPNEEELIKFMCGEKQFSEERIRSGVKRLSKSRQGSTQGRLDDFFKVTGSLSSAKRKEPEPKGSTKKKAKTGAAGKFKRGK
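Concentration–response screening of FEN1 (10 nM): 15 min compound preincubation at room temperature, reaction started with 50 nM substrate and read at 0 and 15 min. Corrected, normalized data were fitted by a four-parameter Hill equation.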
GCN5L2 inh: GCN5L2 (KAT2A) acetyltransferase inhibition. Q92830. GCN5L2 HAT assay, ThioGlo1 CoA-SH fluorescence. Potency, µM (series often up to 58.9 µM), for the others: top-dose activity change, negative = inhibition, usual class: inhibitors. actives 0.21% (n = 390,000)
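Fluorescence readout, Ex340nm/Em540nm: ThioGlo1 (50uM final) reacts with free CoA thiol released as 20nM GCN5L2 acetylates H3(1-25) peptide (75uM) using acetyl-CoA (70uM). Compound and enzyme sat 15 min beforehand; 20 min room-temperature reaction.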
N370S GC: inhibits or activates N370S mutant glucocerebrosidase | P04062 | N370S GC spleen homogenate, 4MU-glucoside fluorescence | Potency, µM (doses to about 59.4 µM), for inactives: at the highest dose activity change, negative = inhibition, hits mostly inhibitors | actives 0.092% (n = 330,000) | AID 2101;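 also: 0% = full enzyme activity and -100% = no enzyme basal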
Starred values were filed as active, the others as inactive; u = inconclusive; x = not tested or not shown. Calls follow the shape of the dose curve; as a rule, active = well fitted curve in the direction sought with a large enough effect; inconclusive = small, poorly fitted or top-dose-only effect, or another doubt; inactive = no such curve, though single readings can be large; an effect the other way counts as inactive or inconclusive. Unless noted, % is scaled to controls: 0 for no effect and ±100 for the full control effect; potency is read from the fitted curve at half-maximal effect. Some of the compounds tested. The share of hits here may be higher or lower than overall.

SMILES	FEN1 inh	GCN5L2 inh	N370S GC
COc1ccc(CNC(=O)C23CN(Cc4ccccc4)CC2C(c2ccc([N+](=O)[O-])cc2)=NO3)cc1 (stereo not drawn)	13%	-14%	3%
CC1(C)CC2CC(C)(CN2Cc2cccc([N+](=O)[O-])c2)C1 (stereo not drawn)	21%	2%	-10%
Cc1ccc2c(cnn2C(=O)CCC(=O)NCc2cccc(Br)c2)c1	-12%	u	0%
CC(=O)Nc1sc2c(c1-c1nc3ccccc3s1)CN(C(C)C)CC2	6.3µM*	-13%	x
CCCN(C(=O)Cc1nc(N)n[nH]1)C1(C(=O)Nc2ccccc2C)CCCCC1	-3%	-2%	3%
COCC(=O)N(CCN(C)C)Cc1cc2cc3c(cc2nc1Cl)OCO3	-14%	3%	-2%
CCOC(=O)CSc1nc2cccnc2n1C	11%	-5%	8%
COc1cc(CCC(=O)Nc2c(C(=O)N3CCN(c4ccccc4)CC3)oc3ccccc23)on1	-23%	-3%	-1%
CCOC(=O)N1CCN(C(=O)CSc2nc3c(cnn3-c3ccccc3)c(=O)[nH]2)CC1	-5%	-23%	-14%
COc1cc(C(CC(=O)NCCC(C)C)N2Cc3ccccc3C2=O)cc(OC)c1OC (stereo not drawn)	4%	-4%	x
CC(C)Oc1ccc(NC(=O)Oc2ccccc2)cc1	7%	6%	15%
COc1ccc(C2CCCN2C(=O)Nc2ccc(Cl)cc2)cc1OC (stereo not drawn)	13%	-4%	4%
Cc1ccc(C)c(N2CCN(C(=O)CCS(=O)(=O)c3ccc4c(c3)CC(=O)N4C)CC2)c1	4%	-3%	x
NC(=O)N/N=C/c1cn(CC(=O)Nc2ccc(F)cc2)c2ccccc12	-3%	-7%	6%
CC(=O)c1ccc(N(CC(=O)NCC2CCCO2)C(=O)CCC(=O)Nc2cc(C)on2)cc1 (stereo not drawn)	0%	0%	-16%
COc1ccc(NC(=S)Nc2ccc(Oc3ccccc3)cc2)cc1	-12%	-13%	-27%
Cc1cc(C)n2nc(-c3ccc(Cl)cc3)cc2n1	13%	-14%	1%
CCN(CC)CCCNC(=S)N(Cc1cccnc1)Cc1cc2cc(C)cc(C)c2[nH]c1=O	0%	-3%	-5%
CC(=O)Nc1ccc(C(=O)OCCc2ccccc2)cc1	8%	-22%	-1%
CN1CCN(CC(=O)Nc2c(C#N)cnn2-c2ccccc2)CC1	-2%	0%	4%
N/C(=N\N=C\c1ccc(O)cc1)c1nonc1N	-2%	-14%	-11%
Cc1ccccc1OCC(=O)NCCNC(=O)c1ccncc1	15%	-6%	-1%
O=C(N/N=C/c1c[nH]c2ccccc12)c1ccccc1Cl	-5%	-4%	-3%
COc1cc(CN2CCC(n3nccc3NC(=O)C3CCOC3)CC2)ccc1F (stereo not drawn)	-1%	0%	-14%
COc1ccc(-c2[nH]ncc2CN2CCCO2)cc1F	16%	-15%	11%
COc1ccc(C(=O)O/N=C(\N)c2ccccc2)cc1OC	0%	-13%	-7%
C[C@H](NC(=O)[C@@H]1CSC2c3ccccc3C(=O)N21)C(=O)NCCc1ccccc1 (stereo partly drawn)	-10%	-8%	-3%
Cn1c(O)c(N=NC(=O)c2cccc(S(=O)(=O)N3CCCCC3)c2)c2ccccc21	-2%	-1%	11%
O=C(Cc1cccc(C(F)(F)F)c1)NCc1cccc(Cl)c1	-13%	-1%	0%
O=C(Cn1ncc2c3ccccc3n(Cc3cccc(Cl)c3)c2c1=O)NCC1CCCO1 (stereo not drawn)	-13%	u	11%
C[C@H](CO)N1C[C@H](C)[C@@H](CN(C)CC2CCCCC2)Oc2c(NC(=O)CCC(F)(F)F)cccc2C1=O	-16%	-9%	x
Cc1ccc2nc(NC3=NC(CC(=O)O)C(=O)N3)nc(C)c2c1 (stereo not drawn)	x	-11%	10%
CC(C)(C)NC(=O)c1cc(NC(=O)c2cccs2)cc(NC(=O)c2cccs2)c1	10%	-1%	-29%
CCOC(=O)[C@H](O)[C@@H](O)c1cccc([C@H](O)[C@@H](O)C(=O)OCC)c1	6%	-5%	-11%
O=C(CNc1cccc([N+](=O)[O-])c1)NCCCc1ccccc1	-4%	-4%	-4%
C[C@@H]1COC(=O)[C@@H](CC(=O)OC(C)(C)C)C/C=C\C[C@@H](CC(=O)N[C@H](CO)Cc2ccccc2)C(=O)N1	-2%	-5%	x
O=C(Cn1cnc2ccccc2c1=O)c1ccc(Cl)cc1	1%	16%	17%
Cc1cccc(C2C3=C(Nc4[nH]n(-c5ccccc5)c(=O)c42)c2ccccc2C3=O)c1 (stereo not drawn)	u	-21%	-1%
CC(C)(C)OC(=O)N[C@@H](Cc1ccccc1)c1nnc(S(=O)(=O)Cc2cccc(F)c2)o1	-13%	-7%	16%
NC(=O)c1ccsc1NC(=O)COC(=O)Cc1n[nH]c(=O)c2ccccc12	-9%	-3%	-12%

Next section; it opens with the two that closed the last part.
SMILES	FEN1 inh	GCN5L2 inh	N370S GC
CC(C)(C)OC(=O)N[C@@H](Cc1ccccc1)c1nnc(S(=O)(=O)Cc2cccc(F)c2)o1	-13%	-7%	16%
NC(=O)c1ccsc1NC(=O)COC(=O)Cc1n[nH]c(=O)c2ccccc12	-9%	-3%	-12%
C=CCNC(=O)c1ccc(NC(=O)CC2SC(N3CCCC3)=NC2=O)cc1 (stereo not drawn)	-8%	-4%	3%
COc1ccc(OCc2nnc(SCC(=O)NCc3ccco3)o2)cc1	7%	-5%	-4%
CC(C)C(NC(=O)c1c(F)cccc1F)C(=O)N1CCN(S(=O)(=O)/C=C/c2ccccc2)CC1 (stereo not drawn)	-3%	-5%	x
CC1(C)Cc2c(cnn2-c2cccc(F)c2)C(NC(=O)CCN2CCCC2=O)C1 (stereo not drawn)	-1%	2%	6%
Cc1ccc(-c2nc(CS(=O)CC(=O)NCCC(C)C)c(C)o2)cc1 (stereo not drawn)	17%	-3%	2%
O=C(NC1CCOc2ccccc21)c1ccc(Cl)nc1 (stereo not drawn)	-3%	-3%	-3%
CS(=O)(=O)c1ccc2nc(NC(=O)c3ccccc3Br)sc2c1	-16%	-25%	3%
COc1ccc(N2C(=O)C3ON(C4SC(=S)N(C)C4(C)C)C(c4ccc(Cl)cc4)C3C2=O)cc1 (stereo not drawn)	-1%	0%	-2%
COc1ccc(CNC(=O)CSc2nnc(C3CC3)n2C2CC2)cc1	9%	-1%	x
CCOC(=O)c1c(NC(=O)CSc2cn(CCNC(=O)c3ccc(OC)cc3)c3ccccc23)sc2c1CCCC2	-21%	-7%	x
N=c1c(-c2nc3ccccc3[nH]2)cc(C(=O)c2cccs2)nn1-c1ccccc1	1%	-13%	0%
O=C(O)CCC(=O)N1N=C(c2ccco2)CC1c1cccs1 (stereo not drawn)	9%	-3%	-5%
Cc1ccc(S(=O)(=O)N2CCCCC2)cc1NC(=O)Cn1ncc(Cl)c(Cl)c1=O	23%	-14%	x
CCOC(=O)c1c(-c2ccccc2)csc1NC(=S)N(CC)CC	-12%	-7%	-17%
COc1ccc(N2CCC(CNC(=O)Nc3ccc(OC)cc3OC)C2)cc1 (stereo not drawn)	-11%	2%	-3%
COc1cccc(Nc2nc(=O)[nH]nc2C)c1	-2%	-3%	4%
O=[N+]([O-])c1cccc(S(=O)(=O)N2CCCCC2c2cccnc2)c1 (stereo not drawn)	-8%	2%	2%
COC(=O)c1[nH]c2cccc(OC)c2c1NC(=O)CCN1CCN(c2ccccc2F)CC1	x	-10%	-3%
OC(CNC1CCCc2ccccc21)COc1ccc2ccccc2c1 (stereo not drawn)	-21%	-4%	1%
O=C(Cc1ccccc1)c1c[nH]c(C(=O)NCc2ccncc2)c1	2%	-21%	-6%

Among those listed so far, these contain a COOH group.
SMILES	FEN1 inh	GCN5L2 inh	N370S GC
Cc1ccc2nc(NC3=NC(CC(=O)O)C(=O)N3)nc(C)c2c1 (stereo not drawn)	x	-11%	10%
O=C(O)CCC(=O)N1N=C(c2ccco2)CC1c1cccs1 (stereo not drawn)	9%	-3%	-5%

The list continues:
SMILES	FEN1 inh	GCN5L2 inh	N370S GC
COc1cc(/C=N/NC(=O)c2ccc(O)cc2)ccc1Oc1ccc([N+](=O)[O-])cn1	-3%	-13%	6%
COc1ccc(C2/C=C\CN(S(=O)(=O)c3ccc(C)cc3)C(Cc3ccccc3)C(=O)N2Cc2ccc(F)cc2)cc1 (stereo not drawn)	-19%	x	-2%
CC(C)NS(=O)(=O)c1ccc(OCC(=O)NCC2CCCO2)c(Cl)c1 (stereo not drawn)	-11%	-11%	5%
C/C(=N/NC(=O)c1ccc(Br)o1)c1ccc(C)o1	-5%	-3%	21%
COC(=O)c1ccc(N2CCN(C)CC2)c(NC(=O)COc2cccc(C)c2)c1	-2%	-5%	-3%
N#Cc1c(-n2ncnc2-c2ccc(Br)cc2)sc2c1CCCCC2	-1%	-2%	x
COc1ccc(N(CC(=O)N/N=C/c2ccco2)S(=O)(=O)c2ccccc2)cc1Cl	10%	1%	u
CC(=O)Oc1ccccc1C(=O)Oc1ccccc1C(=O)O	-5%	2%	-16%
CCN1CCN(S(=O)(=O)c2ccc(S(=O)(=O)NC3CC3)cc2)CC1	-3%	-8%	-2%
Cc1ccn(S(=O)(=O)c2ccc3oc(=O)ccc3c2)n1	0%	-4%	-1%

Among those listed so far, five have a furan ring, fused or not.
SMILES	FEN1 inh	GCN5L2 inh	N370S GC
COc1cc(CCC(=O)Nc2c(C(=O)N3CCN(c4ccccc4)CC3)oc3ccccc23)on1	-23%	-3%	-1%
COc1ccc(OCc2nnc(SCC(=O)NCc3ccco3)o2)cc1	7%	-5%	-4%
O=C(O)CCC(=O)N1N=C(c2ccco2)CC1c1cccs1 (stereo not drawn)	9%	-3%	-5%
C/C(=N/NC(=O)c1ccc(Br)o1)c1ccc(C)o1	-5%	-3%	21%
COc1ccc(N(CC(=O)N/N=C/c2ccco2)S(=O)(=O)c2ccccc2)cc1Cl	10%	1%	u

Next section:
SMILES	FEN1 inh	GCN5L2 inh	N370S GC
COc1ccc(C)cc1NC(=O)CCS(=O)(=O)c1cc2c(cc1Cl)NC(=O)CO2	0%	-4%	-6%
Cc1ccc(-n2nc3c(c2NC(=O)c2ccc(F)c(F)c2)CS(=O)(=O)C3)cc1	-2%	-5%	-10%
CN(C)CCCN(C(=O)c1ccco1)c1nc2c(F)cccc2s1	u	-6%	9%
O=C(CSc1n[nH]c(-c2ccccc2)n1)N1CCN(c2ccccc2F)CC1	4%	1%	x
COCCn1c(-c2cc(OC)c(OC)c(OC)c2)nc2oc3ccccc3c(=O)c2c1=O	1%	-22%	3%
COc1ccc(C)cc1NC(=O)COC(C)=O	-2%	-5%	u
COc1ccc(CNC(=O)CN2CCN(S(=O)(=O)c3ccccc3)CC2)cc1	6%	0%	x
NC1=NC(c2ccc(Cl)cc2)N(c2ccc(S(N)(=O)=O)cc2)C(N)=N1 (stereo not drawn)	0%	-4%	-5%
CC(=O)Oc1ccc2c(C)cc(=O)[nH]c2c1	-8%	0%	u
COc1ccc2nc(NC(=O)CCNC(=O)c3ccco3)sc2c1	10%	-5%	x
CCC1CCc2c(n(C)c3ccccc3c2=O)O1 (stereo not drawn)	4%	0%	10%
CC(=O)NCc1cn2c(C)csc2n1	3%	0%	2%
COc1ccc(CNCC(=O)Nc2cc(C)nn2-c2nc(C)cc(C)n2)cc1OC	-6%	-1%	9%
COc1cccc(-c2cc(C(=O)N3CCOCC3)no2)c1	5%	1%	-4%
CN(CC(=O)Nc1ccccc1Br)C(=O)CCC1CCCC1	6%	u	-2%
CCOCCCN(Cc1ccco1)C(=O)c1cc2c(s1)-c1c(C)cccc1OC2	-17%	-10%	x
COc1ccccc1N1CCN(S(=O)(=O)c2ccc3c(c2)NC(=O)C(C)S3)CC1 (stereo not drawn)	0%	-18%	-5%
COc1ccc(OCC(N)=O)cc1	0%	9%	0%
NS(=O)(=O)c1cccc(NC(=S)NC(=O)C23CC4CC(CC(C4)C2)C3)c1	-17%	-3%	-17%
CCc1noc(C)c1C(=O)Nc1cc(S(=O)(=O)N2CCCCC2)ccc1N(C)C	-8%	-2%	-6%
Cc1cc(C(=O)C(=O)Nc2nncs2)c(C)n1-c1ccc(Cl)cc1	7%	-8%	x
CCOc1cc(CNCCSc2nnnn2C)ccc1OCc1ccc(Cl)cc1Cl	-6%	-4%	x
CC(C)(C)[C@H](N)C(=O)N[C@H]1CCC2C3CC=C4C[C@@H](O)CC[C@]4(C)C3CC[C@@]21C (stereo partly drawn)	u	-5%	x
COc1ccc(-c2nnc(SCC(=O)Oc3cc(C)ccc3C)o2)cc1	-9%	-7%	x
O=C(c1cc(-c2cccs2)on1)N1CCN(c2ccc(F)cc2)CC1	-5%	-6%	14%
COCCn1c(=O)[nH]c2cc(C(=O)N3CCN(c4cccc(Cl)c4)CC3)ccc2c1=O	-2%	-12%	4%
Cc1cccc2c(CCNC(=O)c3ccc([N+](=O)[O-])cc3)c[nH]c12	12%	-1%	-3%
